# High-throughput results deposited in PubChem BioAssay by several laboratories.
# LYP inhibition: LYP phosphatase inhibitors, primary screen, biochemical, DiFMUP fluorescence, recombinant catalytic domain, 10 µM (AID 606) | Tyrosine-protein phosphatase non-receptor type 22 (Homo sapiens) | recombinant LYP catalytic domain, DiFMUP fluorescence; higher % means a stronger effect | inhibition, % at 10 µM, or IC50 in µM where a hit was titrated | 52,000 tested, under 10 active;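 active = IC50 under 40 µM in the dose-response test; inactive = IC50 of 40 µM or more, or never dose-tested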
# Bfl-1 displacement: Bfl-1 inhibitors, primary screen, biochemical, fluorescence polarization, FITC-Bid, mouse (AID 432) | Bcl-2-related protein A1 (Mus musculus) | FITC-Bid BH3 peptide fluorescence polarization displacement; higher % means a stronger effect | displacement, % at 20 µM, or IC50 in µM where a hit was titrated | hit rate 0.02% among 64,000; in the data active = a potency from the dose series; inactive = the rest, 99 in 100 with displacement below about 15%; note: strong numbers were not always called active
# Spn DPM-DC inh: S. pneumoniae DPM-DC inhibitors, primary screen, biochemical, PK/LDH-coupled NADH fluorescence. diphosphomevalonate decarboxylase (Streptococcus pneumoniae D39). purified DPM-DC. calls only at 10 µM. hit rate 0.49% among 65,000;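 active = the 320 compounds with the highest percent inhibition in the single-dose primary screen, excluding strongly autofluorescent ones, cut at about 32% in these data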;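 note: kinetic rate of NADH fluorescence loss reporting ADP formed by the decarboxylase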
# Alkaline phosphatase: human TNAP enzyme inhibitors, biochemical, luminescent (AID 518); purified TNAP enzyme, luminescent substrate readout; higher % means a stronger effect; one-dose inhibition, % at 20 µM; IC50 in µM for titrated hits; hit rate 0.09% among 64,000; in the data active = a potency from the dose series; inactive = the rest, 99 in 100 with inhibition below about 22%;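 note: plate controls were vehicle for no effect and reference inhibitor for full effect; many of its hits are not listed in these tables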
# MK inhibit: S. pneumoniae MK inhibitors, primary screen, biochemical, PK/LDH-coupled NADH absorbance | inhibition, % at 10 µM | mevalonate kinase [Streptococcus pneumoniae D39] | hit rate 0.48% among 65,000 | purified MK, PK/LDH-coupled NADH absorbance 340 nm;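 active = ranked among the strongest by inhibition in the single 10 µM screen, a fixed top-ranked set picked for dose follow-up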; note: no value below 0 was filed
# HPDE-C7 viability: cytotoxicity in HPDE-C7 cells, cell-based, fluorescence, HTS (AID 430). cytotoxicity, % at 10 µM; hits with a dose series show EC50 in µM. HPDE-C7 pancreatic duct cells viability, fluorescence; higher % means a stronger effect. hit rate 1.8% among 63,000;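 note: cells exposed to compound for 48 hours before viability readout; 0% = vehicle and 100% = reference cytotoxic drug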
# PMK inhibit: S. pneumoniae PMK inhibitors, primary screen, biochemical, mevalonate pathway, pilot trial included; phosphomevalonate kinase (Streptococcus pneumoniae D39); purified PMK, PK/LDH-coupled NADH absorbance 340 nm; inhibition, % at 10 µM; hit rate 0.49% among 65,000; AID 539, 2006;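 active = top-ranked compounds by inhibition in the single 10 µM screen, taking a fixed number of the strongest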;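 note: 0% = full reaction with DMSO carrier and 100% = background rate without enzyme reaction; no value below 0 was filed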
# HPDE-C7K KRASV12: cytotoxicity in KRAS-transformed pancreatic duct cells, primary screen, cell-based, fluorescence, HTS (AID 431); HPDE-C7K KRASV12 cells, Alamar Blue viability, 48 h; higher % means a stronger effect; cytotoxicity, % at 10 µM; hits with a dose series show EC50 in µM; hit rate 1.7% among 63,000;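 active = compounds whose percent cytotoxicity in the single-dose primary screen, scaled between solvent and toxic-drug controls, exceeds 50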;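 note: 0% = DMSO solvent wells and 100% = doxorubicin-treated wells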
# HT1080 viability: cytotoxicity in HT1080 fibrosarcoma cells, cell-based, fluorescence readout (AID 620). HT1080 viability, fluorescence; higher % means a stronger effect. cytotoxicity, % at 10 µM; hits with a dose series show EC50 in µM. hit rate 0.42% among 87,000;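 note: cells exposed to compound overnight then 4 h with Alamar Blue; 0% = vehicle DMSO and 100% = killing control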
# PMK inhibit pilot replicates: further read-out of PMK inhibit, marked with its call; inhibition, %; measured here: pilot screen replicates
# MK inhibit pilot replicates: further read-out of MK inhibit, marked with its call; inhibition, %; measured here: pilot screen replicates
# Spn DPM-DC inh pilot screen %: also measured in Spn DPM-DC inh; calls as there; inhibition, %; measured here: pilot screen trials
# The depositor's hits bear a star; i = inactive; . = not tested or not shown. Cut-off read from the data, not from the text of the source, unless noted: active = cytotoxicity above about 50%; inactive = the rest.
SMILES,LYP inhibition,Bfl-1 displacement,Spn DPM-DC inh,Alkaline phosphatase,MK inhibit,HPDE-C7 viability,PMK inhibit,HPDE-C7K KRASV12,HT1080 viability,others
CC1(C)Cc2c(c(N3CCCCC3)[nH]c(=S)c2C#N)CS1,-1.9%,-1.8%,i,11.1%,10.0,-10.6%,9.0,-4.4%,30.9%,
CC(C)C(=O)Nc1nnc(SCC(=O)NC2CC2)s1,.,9.5%,i,6.7%,13.0,-3.6%,7.0,-17.4%,1.6%,
CC1CCCCC1NC(=O)C1CCN(C(=O)NC2CCCCC2)CC1 (configuration not stated),2.9%,-5.9%,i,12.8%,11.0,4.7%,12.0,15.9%,-0.4%,PMK inhibit pilot replicates=2.0;MK inhibit pilot replicates=3.0;Spn DPM-DC inh pilot screen %=2.5
Cc1onc(C(=O)N2CCC(C(N)=O)CC2)c1-c1ccccc1Cl,2.5%,-4.9%,i,7.1%,1.0,-4.8%,0.0,-12.3%,0.5%,
CSc1nc2ccccc2c(=O)n1N,.,0.9%,i,23.4%,4.0,-39.2%,1.0,-11.3%,0.8%,PMK inhibit pilot replicates=1.5;MK inhibit pilot replicates=0.0;Spn DPM-DC inh pilot screen %=0.0
CN(C)c1ccc(-c2nn3c(-c4ccc(Cl)cc4Cl)nnc3s2)cc1,10.0%,.,i,5.6%,8.0,60.2%*,1.0,50.5%*,52.2%*,PMK inhibit pilot replicates=2.5;MK inhibit pilot replicates=0.5;Spn DPM-DC inh pilot screen %=9.0
CCOC(=O)CSc1nc2c(c(-c3ccc(C)o3)c1C#N)CCCC2,1.2%,-1.9%,i,9.5%,4.0,20.0%,0.0,11.9%,1.8%,PMK inhibit pilot replicates=0.0;MK inhibit pilot replicates=0.0;Spn DPM-DC inh pilot screen %=0.0
Cc1ccc(C(=O)NCCCn2ccnc2)o1,10.7%,-2.1%,i,13.1%,10.0,-3.0%,9.0,-1.1%,5.1%,
CCOc1ccc(-c2noc(-c3cccnc3)n2)cc1OC,.,2.2%,i,-9.4%,4.0,0.1%,9.0,-3.6%,-16.8%,
O=C(C1CCN(S(=O)(=O)c2cnc[nH]2)CC1)N1CCc2ccccc2C1,.,-6.0%,i,5.3%,22.0,5.0%,15.0,2.5%,1.3%,
CCC(=O)c1ccc(OCCN2CCOCC2)cc1,-5.0%,-4.6%,i,11.5%,9.0,-0.4%,0.0,7.8%,-5.3%,PMK inhibit pilot replicates=3.0;MK inhibit pilot replicates=0.0;Spn DPM-DC inh pilot screen %=2.5
CCn1c(N)c(C(=O)NCc2ccco2)sc1=S,20.5%,-9.4%,i,3.1%,3.0,-6.5%,16.0,-5.3%,-6.9%,
COc1ccc(OCCCC(=O)Nc2nncs2)cc1,5.7%,-4.0%,i,6.2%,1.0,14.1%,0.0,7.5%,8.3%,PMK inhibit pilot replicates=2.5;MK inhibit pilot replicates=0.0;Spn DPM-DC inh pilot screen %=3.0
CCOC(=O)CSc1nc2cc(C)cc(C)c2cc1C#N,17.7%,-6.0%,i,11.8%,0.0,-4.9%,11.0,0.3%,9.0%,
CCOC(=O)N1CCN(C(=O)CN(C2CCCCC2)S(=O)(=O)c2ccc(C)cc2)CC1,19.6%,-12.2%,i,12.2%,6.0,-9.5%,0.0,-21.2%,-3.6%,
NS(=O)(=O)c1ccc(CCNC(=O)CCC2COc3ccccc3O2)cc1 (configuration not stated),12.6%,-6.4%,i,10.1%,7.0,-23.9%,8.0,-11.9%,-1.0%,PMK inhibit pilot replicates=3.5;MK inhibit pilot replicates=5.5;Spn DPM-DC inh pilot screen %=2.5
Cc1cc(C)c2[nH]c(=O)c(C(c3nnnn3C3CCCC3)N3CCOCC3)cc2c1 (configuration not stated),11.9%,-2.4%,i,9.8%,0.0,-7.3%,13.0,-3.2%,13.5%,
COC(=O)COc1ccc(S(=O)(=O)NCc2ccco2)cc1,12.5%,-7.5%,i,10.6%,9.0,-0.7%,9.0,-5.6%,3.1%,
Nc1nc2n(n1)C(c1cccs1)CC(c1ccc(F)cc1)N2 (configuration not stated),15.2%,-8.9%,i,12.5%,1.0,-1.1%,6.0,2.8%,8.3%,
N/C(=N\O)c1ccc(NC(=O)c2cccs2)cc1,-8.4%,-9.2%,i,5.5%,4.0,-5.2%,3.0,5.7%,-1.6%,
COc1ccc(Nc2ncnc3c2cnn3Cc2ccccc2)cc1,.,2.2%,i,3.8%,10.0,29.6%,0.0,23.0%,-3.0%,
O=C(CSc1nn(-c2ccc(F)cc2)c(=S)s1)NC(=O)NCc1ccco1,4.5%,0.5%,i,6.3%,0.0,-22.9%,10.0,-23.5%,-0.5%,
CCSCCOC(=O)C1=C(C)NC(=O)NC1c1ccccc1 (configuration not stated),8.9%,3.9%,i,5.0%,5.0,-2.7%,9.0,-1.0%,-1.0%,
COC(=O)c1ccccc1NC(=O)CN(C)S(=O)(=O)c1ccc(OC)c(C)c1,-1.3%,-3.0%,i,8.5%,4.0,3.9%,7.0,10.6%,-1.6%,
Nc1ccc2nc3n(c(=O)c2c1)CCC3,1.8%,-2.3%,.,5.4%,6.0,-5.9%,12.0,1.0%,-2.6%,
COC(=O)c1ccc2c(=O)n(CC3CCCO3)c(SCC(=O)Nc3ccccc3OC)nc2c1 (configuration not stated),0.6%,-1.3%,i,11.9%,3.0,3.0%,13.0,5.2%,-0.3%,
Cc1cc(C(=O)CSc2nnc(C3COc4ccccc4O3)n2C)c(C)n1-c1ccc(F)cc1 (configuration not stated),6.1%,2.9%,i,12.2%,8.0,1.5%,11.0,-0.7%,4.0%,
Cn1c(C(C#N)C(=O)c2ccco2)nc2ccccc21 (configuration not stated),2.7%,1.4%,i,12.6%,11.0,-4.9%,13.0,-7.1%,39.2%,
O=C(NCc1cccc(F)c1)c1noc2c1CCCC2,11.5%,-0.1%,i,11.2%,6.0,3.3%,0.0,-1.2%,9.0%,
CCOC(=O)c1oc2ccc(S(=O)(=O)n3nc(-c4ccc(OC)cc4)cc3N)cc2c1C,5.8%,-1.0%,i,4.1%,16.0,54.2%*,6.0,32.1%,-1.7%,
Cc1nn(-c2ccccc2)c2sc(C(=O)n3cccn3)cc12,.,-3.3%,.,10.0%,6.0,9.9%,11.0,6.9%,5.0%,
COc1ccc(-c2nnc(SCC(=O)N3CCOCC3)o2)cc1,.,-8.8%,i,3.7%,1.0,-20.5%,3.0,-23.8%,-2.9%,
CN(CC(=O)O)S(=O)(=O)c1cc(Cl)ccc1Cl,-3.8%,-5.1%,i,25.3%,5.0,-20.6%,0.0,-0.2%,6.7%,PMK inhibit pilot replicates=1.5;MK inhibit pilot replicates=2.5;Spn DPM-DC inh pilot screen %=3.5
O=C(O)/C(=C1/OC(=O)c2ccccc21)c1ccccc1,.,3.3%,i,-2.7%,11.0,.,9.0,.,35.2%,
C/C(N)=C(\C#N)C(=O)NCc1ccccn1,.,-6.0%,i,10.9%,11.0,.,12.0,.,-2.2%,
COCCSc1nnc(-c2cccc(C#N)c2)n1C,4.7%,-4.7%,i,9.9%,0.0,-0.2%,8.0,-2.9%,0.4%,
Cc1ccc2[nH]c3c(c2c1)CN(C(=O)CN1CCN(c2ccccc2F)CC1)CC3,14.1%,1.4%,i,9.9%,5.0,14.7%,0.0,22.5%,12.4%,
Cc1ccc2c(c1)N(CCC(=O)NCc1cccnc1)C(=O)CO2,.,-0.9%,i,2.4%,8.0,0.5%,10.0,-4.1%,-2.5%,
Cc1ccc(-n2nnnc2SCC(=O)Nc2ccccc2N2CCCCC2)cc1C,0.5%,0.4%,i,10.3%,0.0,1.3%,7.0,-0.9%,28.9%,
c1cncc(-c2nn3cnnc3s2)c1,.,-6.4%,i,10.8%,1.0,3.2%,0.0,0.8%,6.3%,
Cc1cc(NC(=O)CSc2ccc3nnc(-c4cccs4)n3n2)no1,-1.2%,-3.0%,i,4.0%,6.0,-2.7%,3.0,3.3%,.,
Cc1occc1C(=O)Nc1ccc2c(c1)CCC2,7.0%,-3.6%,i,7.3%,4.0,-7.3%,2.0,-5.8%,12.8%,
Cc1ccc(C)c(Cn2c(C(C)O)nc3ccccc32)c1 (configuration not stated),6.5%,-1.0%,i,4.2%,11.0,-16.6%,0.0,-16.7%,6.6%,
COc1ccc(CN(Cc2ccncc2)C(=O)CCC(=O)O)cc1,.,-2.8%,i,13.1%,12.0,3.4%,10.0,7.2%,-9.8%,
CCSc1nnc(NC(=O)C(CC)(C(F)(F)F)C(F)(F)F)s1,10.1%,0.1%,i,22.4%,0.0,1.4%,3.0,-4.7%,16.9%,PMK inhibit pilot replicates=0.0;MK inhibit pilot replicates=0.5;Spn DPM-DC inh pilot screen %=0.0
COc1ccc(C2CC(c3ccccc3)Nc3nc(NC(=O)c4cccs4)nn32)cc1 (configuration not stated),7.7%,2.2%,i,6.2%,10.0,-3.4%,17.0,-1.3%,-2.6%,PMK inhibit pilot replicates=1.5;MK inhibit pilot replicates=0.5;Spn DPM-DC inh pilot screen %=9.0
O=C(Cn1cnc2c(nnn2-c2ccccc2)c1=O)NCC1CCCO1 (configuration not stated),-3.2%,8.0%,i,-3.0%,6.0,-18.7%,0.0,-14.8%,-2.9%,
Cc1ccc(S(=O)(=O)NC(=O)NN2CCCCCC2)cc1,20.9%,-3.6%,i,12.1%,9.0,-4.1%,0.0,-4.0%,-5.5%,PMK inhibit pilot replicates=5.0;MK inhibit pilot replicates=1.0;Spn DPM-DC inh pilot screen %=0.0
CCc1nc2c(c(=O)[nH]1)C1(CCCC1)Cc1ccccc1-2,3.4%,4.4%,i,14.1%,8.0,0.4%,0.0,-3.0%,.,
COc1ccc(CN2CN(C(C)C)CSC2=S)cc1,6.3%,-6.9%,i,21.3%,0.0,50.5%*,10.0,23.3%,1.1%,
CN1CC=C2C(C#N)=C(N)C(C#N)(C#N)[C@H](c3cccc(Cl)c3)C2C1 (some centres not stated),.,.,i,13.0%,6.0,4.1%,0.0,47.1%,.,PMK inhibit pilot replicates=0.5;MK inhibit pilot replicates=0.0;Spn DPM-DC inh pilot screen %=5.0
CC1(C)Oc2ccc(C(=O)NC3CCCC3)cc2N(CC(=O)NC2CCCC2)C1=O,.,-7.6%,i,-3.6%,2.0,-22.4%,2.0,-9.4%,2.9%,
COc1ccc(OC)c(S(=O)(=O)n2nnc3ccccc32)c1,12.5%,-0.4%,i,13.8%,1.0,-7.0%,0.0,11.6%,5.1%,

# This is a random part of the collection; overall some 3.5% were active at least once.
